# mut p53 react – mutant p53 pathway reactivation | SW480 PUMA-promoter luciferase | activation, % at 9.98 µM | 1.5% of 28,000 active | AID 624151; in the data active means activation above about 52%
# STK33 kin inh – inhibitors of human STK33 kinase; AID 2322; ADP-Glo luminescence, MBP substrate; inhibition, % at 12.5 µM; Q9BYT3; 0.44% of 27,000 active; in the data active means inhibition above about 20%
# Target sequence (Q9BYT3 whole entry, looked up): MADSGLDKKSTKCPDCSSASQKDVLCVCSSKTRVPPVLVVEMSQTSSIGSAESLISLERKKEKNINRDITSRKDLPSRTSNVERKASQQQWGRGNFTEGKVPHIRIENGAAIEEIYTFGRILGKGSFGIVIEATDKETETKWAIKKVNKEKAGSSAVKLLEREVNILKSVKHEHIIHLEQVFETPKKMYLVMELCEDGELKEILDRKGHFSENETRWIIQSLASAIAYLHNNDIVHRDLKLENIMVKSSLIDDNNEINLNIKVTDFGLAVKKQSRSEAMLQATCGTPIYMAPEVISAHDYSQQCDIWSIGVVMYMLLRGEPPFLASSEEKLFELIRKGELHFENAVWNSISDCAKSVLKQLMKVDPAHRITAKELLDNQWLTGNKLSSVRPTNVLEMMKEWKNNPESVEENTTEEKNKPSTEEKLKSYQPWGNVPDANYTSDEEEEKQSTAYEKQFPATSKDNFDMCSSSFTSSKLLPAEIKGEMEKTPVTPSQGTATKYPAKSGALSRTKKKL
# Numbers without * were called inactive; . = not tested or not shown. These rows are one share of the data; the hit share may differ from the screen's.
SMILES,mut p53 react,STK33 kin inh
COc1ccc(C(=O)CSc2nnc(CC(C)O)n2C)cc1 (centres undefined),1,1
c1ccc(-c2nn3c(C4COc5ccccc5O4)nnc3s2)cc1 (centres undefined),59*,-2
Cc1ccnc(SCc2cccc(C(=O)O)c2)n1,-18,12
CC(C)NC(=O)Nc1ccc2c(c1)C(=O)N([C@H](C)CO)C[C@H](C)[C@H](CN(C)CC1CC1)O2,-2,.
C[C@H]1CN([C@@H](C)CO)C(=O)Cc2cc(N(C)C)ccc2O[C@H]1CN(C)Cc1ccc(Oc2ccccc2)cc1,.,1
CCc1ccc(NC(=O)CSc2nnc(C)n2-c2ccccc2)cc1,-5,-3
C[C@H](CO)N1C[C@H](C)[C@@H](CN(C)Cc2ccc(Cl)c(Cl)c2)Oc2ccc(NC(=O)C3CC3)cc2CC1=O,-6,.
COc1ccc(S(=O)(=O)N(C)C[C@@H]2Oc3c(NC(=O)C4CC4)cccc3C(=O)N([C@@H](C)CO)C[C@@H]2C)cc1,1,.
CCOc1ccc2nc(NS(=O)(=O)c3ccc(C)c([N+](=O)[O-])c3)sc2c1,1,-3
C[C@@H]1CCCCO[C@H](CN(C)Cc2ccncc2)[C@H](C)CN([C@@H](C)CO)C(=O)c2cc(N(C)C)ccc2O1,-1,.
COC(=O)c1ccccc1NC(=O)CSc1[nH]c(=O)cc(C)c1C#N,9,0
Cc1noc(C)c1NC(=O)Nc1ccc2c(c1)CC(=O)N([C@H](C)CO)C[C@@H](C)[C@@H](CN(C)Cc1ccccc1)O2,.,1
CCOc1ccccc1NC(=O)CSc1nc2sc(C)c(C)c2c(=O)n1-c1ccccc1,-6,-1
C/C=C/C1C2OC3=C(C(=O)OC3(C)O)C(=O)C1(C)C1CC(O)C(C)CC1C2O (centres undefined),5,-5
COc1c(O)cc2oc(-c3ccc(O[C@@H]4O[C@H](CO)[C@@H](O)[C@H](O)[C@H]4O)cc3)cc(=O)c2c1O,.,51*
C[C@H]1CN([C@@H](C)CO)C(=O)c2cc(NC(=O)Nc3ccc(C(F)(F)F)cc3)ccc2O[C@@H]1CN(C)C(=O)Nc1ccccc1,.,3
COc1ccc(C)cc1N(CC(=O)Nc1ccc(Br)c(C)c1)S(C)(=O)=O,16,2
CC(C)COC(=O)N(C)C[C@H]1OCc2cnnn2CCCC(=O)N([C@@H](C)CO)C[C@H]1C,.,-1
COc1ccccc1NC(=O)CNC(=O)c1ccc(Cl)cc1Cl,4,2
Cc1noc(C)c1NC(=O)N(C)C[C@H]1OCCCC[C@@H](C)Oc2ccc(NC(=O)CCC(F)(F)F)cc2C(=O)N([C@@H](C)CO)C[C@H]1C,7,.
C[C@@H]1CN([C@@H](C)CO)C(=O)Cc2cc(NC(=O)Cc3ccccc3)ccc2O[C@H]1CN(C)C(=O)NC1CCCCC1,-4,.
COc1ccc(CN(C)C[C@H]2OCCCC[C@@H](C)Oc3ccc(NC(=O)Nc4c(C)noc4C)cc3C(=O)N([C@H](C)CO)C[C@H]2C)cc1,-2,.
C[C@H]1CN([C@@H](C)CO)C(=O)c2cccc(NS(=O)(=O)c3ccc(F)cc3)c2O[C@@H]1CN(C)Cc1ccc(Oc2ccccc2)cc1,-7,.
CCOC(=O)c1c(CSc2nc(C)cc(C)n2)nc2c3ccccc3ccn12,90*,1
C[C@@H]1O[C@@H](Oc2c(-c3ccc(O)c(O)c3)oc3cc(O)cc(O)c3c2=O)[C@H](O)[C@H](O)[C@H]1O,-6,3
Cc1ccc(C)c(N(CC(=O)Nc2ccc(I)cc2)S(C)(=O)=O)c1,-4,1
CCCCn1nnnc1NCc1cccnc1,5,-6
CC(C)NC(=O)N(C)C[C@@H]1Oc2ccc(NC(=O)Nc3ccc(F)cc3)cc2CC(=O)N([C@H](C)CO)C[C@H]1C,.,-1
COc1cc(OC)cc(C(=O)N(Cc2nc(-c3cccc(C)c3)no2)C(C)C)c1,4,-2
C[C@H](CO)N1C[C@H](C)[C@H](CN(C)Cc2cccc(O)c2)OCc2cn(nn2)CCCC1=O,.,-4
O=C(C[C@H]1C[C@H]2c3cc(NC(=O)C4CCOCC4)ccc3O[C@H]2[C@@H](CO)O1)NC1CCCCC1,5,.
CNC[C@H]1OCCCC[C@@H](C)Oc2ccc(N)cc2C(=O)N([C@H](C)CO)C[C@@H]1C,7,.
C[C@H](CO)N1C[C@H](C)[C@@H](CN(C)Cc2ccc(Cl)c(Cl)c2)Oc2c(NS(=O)(=O)c3cn(C)cn3)cccc2C1=O,9,.
COc1cccc(-c2cnc3c(c2)C(=O)N([C@H](C)CO)C[C@H](C)[C@H](CN(C)C(=O)Nc2ccc4c(c2)OCO4)O3)c1,.,6
Cc1ccc(S(=O)(=O)N(C)C[C@@H]2Oc3c(NC(=O)C4CC4)cccc3C(=O)N([C@H](C)CO)C[C@@H]2C)cc1,-8,.
COc1cc2c(cc1NC(=O)CSc1ccccn1)oc1ccccc12,38,-1
COCCNC(=O)c1ccccc1NC(=O)c1cccc([N+](=O)[O-])c1C,-3,-2
CC(=O)Nc1ccc(NC(=O)CN(c2ccc(I)cc2)S(C)(=O)=O)cc1,33,10
Cn1c(SCC(=O)Nc2ccccc2C(F)(F)F)nnc1-c1ccc(NC(=O)c2ccc(F)cc2)cc1,5,0
CCOC(=O)C1=CC2(CC)CCCN3CCc4c(n1c1ccccc41)C32 (centres undefined),-10,.
CC(C)CC#Cc1cnc2c(c1)C(=O)N([C@@H](C)CO)C[C@@H](C)[C@@H](CN(C)C(=O)CN1CCOCC1)O2,16,.
Cc1noc(C)c1S(=O)(=O)N(C)C[C@H]1Oc2ccc(NS(=O)(=O)c3cccs3)cc2C(=O)N([C@@H](C)CO)C[C@H]1C,-5,.
COc1ccc(CN(C)C[C@@H]2Oc3ccc(NC(=O)NC(C)C)cc3CC(=O)N([C@@H](C)CO)C[C@@H]2C)cc1,.,3
CCC(=O)c1c(OCC(N)=O)ccc2c(C)cc(=O)oc12,9,.
C[C@H]1CN([C@@H](C)CO)C(=O)c2cccc(NS(=O)(=O)c3ccc(Cl)cc3)c2O[C@@H]1CN(C)S(=O)(=O)c1cccs1,3,.
C[C@H]1CN([C@@H](C)CO)C(=O)Cc2cc(NC(=O)Cc3ccccc3)ccc2O[C@@H]1CN(C)S(=O)(=O)c1cccs1,0,1
COc1ccc(CCNC(=O)C2OCCc3ccccc32)cc1OC (centres undefined),-5,-1
CC(C)NC(=O)Nc1cccc2c1O[C@@H](CN(C)Cc1ccc(Oc3ccccc3)cc1)[C@@H](C)CN([C@H](C)CO)C2=O,-2,.
COC(=O)CNC(=O)c1cc2nc(-c3ccc(C)c(C)c3)cc(C(F)(F)F)n2n1,10,-3
COc1cccc(C#Cc2ccc3c(c2)O[C@@H](CN(C)C)[C@@H](C)CN([C@H](C)CO)S3(=O)=O)c1,14,.
# The list continues.
SMILES,mut p53 react,STK33 kin inh
C[C@@H]1CN([C@H](C)CO)C(=O)c2cc(NC(=O)Nc3ccc4c(c3)OCO4)ccc2O[C@@H](C)CCCCO[C@H]1CN(C)C(=O)c1ccccc1,-15,.
C=CCNC(=O)[C@H]1[C@@H]2C(=O)O[C@@H](c3ccccc3)[C@@H](c3ccccc3)N2[C@@H](c2ccccc2OCCO)[C@]12C(=O)Nc1ccccc12,.,9
C[C@H](CO)N1C[C@H](C)[C@H](CN(C)Cc2ccccc2)OCCCC[C@H](C)Oc2ccc(NC(=O)Nc3ccc4c(c3)OCO4)cc2C1=O,-16,.
CC(=O)OC[C@@]12C(=O)C[C@@H](C)[C@]3(C[C@@H](c4ccoc4)OC3=O)[C@H]1CC[C@H](O)[C@]21CO1,7,-2
C[C@H]1CN([C@@H](C)CO)C(=O)Cc2cc(NC(=O)Cc3ccccc3)ccc2O[C@@H]1CN(C)Cc1ccccc1,.,-3
C[C@@H]1O[C@@H](O[C@H]2[C@@H]3C=CO[C@@H](O[C@@H]4O[C@H](CO)[C@@H](O)[C@H](O)[C@H]4O)[C@@H]3[C@@]3(CO)O[C@@H]23)[C@H](OC(=O)/C=C/c2ccccc2)[C@H](O)[C@H]1O,.,-1
CNC[C@H]1OCCCC[C@H](C)Oc2ccc(NC(=O)c3ccncc3)cc2C(=O)N([C@H](C)CO)C[C@@H]1C,-1,.
COc1ccc(NC(=O)N(C)C[C@@H]2Oc3ccc(NC(=O)Nc4ccccc4)cc3C(=O)N([C@H](C)CO)C[C@H]2C)cc1,.,4
COc1ccc(OC)c(NC(=O)COc2c(C)cc(Cl)cc2Cl)c1,38,-4
Cc1ccc(-c2nc3ccc(NCc4cccs4)cc3o2)cc1,15,.
Oc1ccc(Cl)c2cccnc12,.,-3
C[C@@H]1CN([C@@H](C)CO)C(=O)CCCn2cc(nn2)CO[C@@H]1CN(C)S(=O)(=O)c1ccc(F)cc1,.,-1
C[C@@H]1CN([C@@H](C)CO)C(=O)CCCn2cc(nn2)CO[C@H]1CN(C)C(=O)Nc1ccc(N2CCCCC2)cc1,8,-1
Cc1ccc(S(=O)(=O)Nc2ccc3c(c2)C(=O)N([C@@H](C)CO)C[C@H](C)[C@H](CN(C)Cc2ccc(-c4ccccc4)cc2)O3)cc1,.,4
COc1ccc(NC(=O)C(C)(C)Oc2ccc(Cl)cc2)c([N+](=O)[O-])c1,-13,-2
COC(=O)c1ccc(NC(=O)CN(c2cc(C(F)(F)F)ccc2Cl)S(C)(=O)=O)cc1,7,-5
C[C@@H]1CN([C@@H](C)CO)C(=O)c2cc(NC(=O)C3CC3)ccc2O[C@@H]1CN(C)S(=O)(=O)c1ccccc1,.,4
C[C@H](CO)N1C[C@H](C)[C@H](CN(C)Cc2ccc(-c3ccccc3)cc2)OCc2cn(nn2)CCCC1=O,.,0
C[C@H](CO)N1C[C@H](C)[C@H](CN(C)C)Oc2ccc(NS(=O)(=O)c3ccc(Cl)cc3)cc2CC1=O,.,-7
C[C@H](CO)N1C[C@H](C)[C@H](CN(C)S(=O)(=O)c2cccs2)Oc2ncc(-c3cccc(C(F)(F)F)c3)cc2C1=O,.,0

# Gathered by group, the compounds so far with a furan ring, fused or not
SMILES,mut p53 react,STK33 kin inh
COc1cc2c(cc1NC(=O)CSc1ccccn1)oc1ccccc12,38,-1
CC(=O)OC[C@@]12C(=O)C[C@@H](C)[C@]3(C[C@@H](c4ccoc4)OC3=O)[C@H]1CC[C@H](O)[C@]21CO1,7,-2

# Carrying on:
SMILES,mut p53 react,STK33 kin inh
COc1ccc(CN(C)C[C@H]2Oc3ccc(NC(=O)Cc4cn(C)c5ccccc45)cc3CC(=O)N([C@@H](C)CO)C[C@H]2C)cc1,-7,.
C[C@H]1CN([C@@H](C)CO)C(=O)Cc2cc(NC(=O)Cn3cnnn3)ccc2O[C@@H]1CN(C)C,0,.
O=C1NC2CCc3nc4ccccc4c(=O)n3C2=Nc2ccccc21 (centres undefined),7,-3
C[C@@H]1CN([C@@H](C)CO)C(=O)c2cc(C#Cc3ccccn3)cnc2O[C@H]1CN(C)Cc1ccncc1,10,.
C[C@H]1CN([C@@H](C)CO)C(=O)c2cc(NC(=O)CCC(F)(F)F)ccc2O[C@H]1CN(C)Cc1ccc2c(c1)OCO2,.,0
C[C@H](CO)N1C[C@H](C)[C@@H](CN(C)S(=O)(=O)c2cccs2)Oc2ccc(NS(=O)(=O)c3ccc(F)cc3)cc2C1=O,16,.
CCOC(=O)c1c(NC(=O)COc2ccccc2Cl)sc2c1CCCC2,9,1
CC(C)NC(=O)N(C)C[C@H]1OCCCC[C@H](C)Oc2ccc(NS(=O)(=O)c3ccccc3)cc2C(=O)N([C@H](C)CO)C[C@@H]1C,4,.
CC(C)C1C(=O)NN(c2ccccc2)C1=S (centres undefined),-8,.
Cc1noc(C)c1NC(=O)N(C)C[C@H]1OCCCC[C@@H](C)Oc2ccc(NS(=O)(=O)c3cn(C)cn3)cc2C(=O)N([C@H](C)CO)C[C@H]1C,7,.
Cc1noc(C)c1NC(=O)Nc1cccc2c1O[C@@H](CN(C)S(=O)(=O)c1cn(C)cn1)[C@@H](C)CN([C@H](C)CO)C2=O,5,.
C[C@H]1CN([C@@H](C)CO)C(=O)Cc2cc(NS(=O)(=O)c3ccc(Cl)cc3)ccc2O[C@@H]1CN(C)S(=O)(=O)c1cn(C)cn1,.,0
Cc1noc(C)c1NC(=O)N(C)C[C@H]1Oc2ccc(N(C)C)cc2CC(=O)N([C@@H](C)CO)C[C@H]1C,3,.
Cc1ccc(S(=O)(=O)Nc2ccc3c(c2)C(=O)N([C@H](C)CO)C[C@H](C)[C@H](CN(C)C(=O)Nc2ccc4c(c2)OCO4)OCCCC[C@@H](C)O3)cc1,.,4
CNC[C@@H]1OCCCC[C@H](C)Oc2ccc(NS(=O)(=O)c3c(C)noc3C)cc2C(=O)N([C@@H](C)CO)C[C@@H]1C,10,.

# Among those listed so far, eleven have fluorine.
SMILES,mut p53 react,STK33 kin inh
C[C@H]1CN([C@@H](C)CO)C(=O)c2cc(NC(=O)Nc3ccc(C(F)(F)F)cc3)ccc2O[C@@H]1CN(C)C(=O)Nc1ccccc1,.,3
Cc1noc(C)c1NC(=O)N(C)C[C@H]1OCCCC[C@@H](C)Oc2ccc(NC(=O)CCC(F)(F)F)cc2C(=O)N([C@@H](C)CO)C[C@H]1C,7,.
C[C@H]1CN([C@@H](C)CO)C(=O)c2cccc(NS(=O)(=O)c3ccc(F)cc3)c2O[C@@H]1CN(C)Cc1ccc(Oc2ccccc2)cc1,-7,.
CC(C)NC(=O)N(C)C[C@@H]1Oc2ccc(NC(=O)Nc3ccc(F)cc3)cc2CC(=O)N([C@H](C)CO)C[C@H]1C,.,-1
Cn1c(SCC(=O)Nc2ccccc2C(F)(F)F)nnc1-c1ccc(NC(=O)c2ccc(F)cc2)cc1,5,0
COC(=O)CNC(=O)c1cc2nc(-c3ccc(C)c(C)c3)cc(C(F)(F)F)n2n1,10,-3
C[C@@H]1CN([C@@H](C)CO)C(=O)CCCn2cc(nn2)CO[C@@H]1CN(C)S(=O)(=O)c1ccc(F)cc1,.,-1
COC(=O)c1ccc(NC(=O)CN(c2cc(C(F)(F)F)ccc2Cl)S(C)(=O)=O)cc1,7,-5
C[C@H](CO)N1C[C@H](C)[C@H](CN(C)S(=O)(=O)c2cccs2)Oc2ncc(-c3cccc(C(F)(F)F)c3)cc2C1=O,.,0
C[C@H]1CN([C@@H](C)CO)C(=O)c2cc(NC(=O)CCC(F)(F)F)ccc2O[C@H]1CN(C)Cc1ccc2c(c1)OCO2,.,0
C[C@H](CO)N1C[C@H](C)[C@@H](CN(C)S(=O)(=O)c2cccs2)Oc2ccc(NS(=O)(=O)c3ccc(F)cc3)cc2C1=O,16,.

# High-throughput results deposited in PubChem BioAssay by Broad Institute.
